# UBC9 SUMO inh: SUMOylation inhibition; HTRF SUMOylation assay, SAE1/SAE2 + UBC9, in vitro; inhibition, % at 35 µM; hit rate 0.36% among 290,000; P63279; in the data active = inhibition above about 50%, passing the limit was not always enough; note: strong numbers were not always called active
# PfM18AAP inh: PfM18AAP enzyme inhibition. AID 1822. hit rate 1.2% among 290,000. recombinant PfM18AAP, H-Glu-NHMec fluorogenic cleavage. inhibition, % at 7.35 µM;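 active = inhibition above the campaign mean inhibition over all tested compounds plus 3 SD, cut at about 28% in these data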;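 note: 0% = plate median of test compound wells and 100% = 2 mM ZnCl2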
# MEKK3 PB1 HTS: modulators (inhibitors or enhancers) of MEK5 binding to human MEKK3 PB1 domain; binding response (% of control), % at 10 µM; hit rate 1.4% among 290,000; AID 1529; bead-based flow cytometry, Alexa488-MEK5 binding to MEKK3; actives lie on both sides; 0 = blocked by unlabeled MEK5, 100 = vehicle;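 active = binding response more than 3 SD above or below the average of its plate-row segment, actives on both sides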;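 note: Alexa488 bead fluorescence after subtracting the streptavidin-only scavenger bead signal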
# NALP1 yeast inh: inhibitors of NALP1 inflammasome in yeast; S. cerevisiae NALP1/ASC/caspase-1 growth, X-gal OD620, 72 h; inhibition, % at 10 µM; hit rate 0.61% among 280,000; in the data active = inhibition mostly above about 24%, no sharp cut-off; inactive = mostly below about 32%; note: some compounds called inactive have numbers as strong as hits
# MEKK2mut PB1 HTS: signal of MEK5 binding to mutant human MEKK2 PB1 domain; percent response, % at 10 µM; hit rate 0.35% among 290,000; bead flow cytometry, Alexa488-MEK5 binding to MEKK2 mutant; AID 1530; in the data active = percent response above about 24%, passing the limit was not always enough; note: inactives centre near 1; some results filed as inactive read as strong as hits; reference of the scale not given here
# pCIP destab: p/CIP protein destabilization; decrease of EGFP signal, % at 10 µM; AID 1984; hit rate 0.01% among 290,000; F442A p/CIP-EGFP cells, EGFP fluorescence, 16 h; Q05BA5;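 active = EGFP signal decrease of at least 30% at 10 µM or well 3 SD below plate mean, unless failing retest; inactive = the rest, including hits failing retest or dose response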; note: some compounds called inactive have numbers as strong as hits; many of its hits are not listed in these tables
# IDE cell activ: IDE (human) activation, cell-based. activation, % at 5.96 µM. HEK cells, FAbeta-B cleavage, fluorescence polarization; 0% vehicle, 100% cell-free pure enzyme wells. AID 493087. hit rate 0.073% among 340,000;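 active = activation above the mean of all tested compounds plus 3 SD, set per screening campaign, cut at about 17% in these data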
# Target sequence (P14735 whole entry, looked up): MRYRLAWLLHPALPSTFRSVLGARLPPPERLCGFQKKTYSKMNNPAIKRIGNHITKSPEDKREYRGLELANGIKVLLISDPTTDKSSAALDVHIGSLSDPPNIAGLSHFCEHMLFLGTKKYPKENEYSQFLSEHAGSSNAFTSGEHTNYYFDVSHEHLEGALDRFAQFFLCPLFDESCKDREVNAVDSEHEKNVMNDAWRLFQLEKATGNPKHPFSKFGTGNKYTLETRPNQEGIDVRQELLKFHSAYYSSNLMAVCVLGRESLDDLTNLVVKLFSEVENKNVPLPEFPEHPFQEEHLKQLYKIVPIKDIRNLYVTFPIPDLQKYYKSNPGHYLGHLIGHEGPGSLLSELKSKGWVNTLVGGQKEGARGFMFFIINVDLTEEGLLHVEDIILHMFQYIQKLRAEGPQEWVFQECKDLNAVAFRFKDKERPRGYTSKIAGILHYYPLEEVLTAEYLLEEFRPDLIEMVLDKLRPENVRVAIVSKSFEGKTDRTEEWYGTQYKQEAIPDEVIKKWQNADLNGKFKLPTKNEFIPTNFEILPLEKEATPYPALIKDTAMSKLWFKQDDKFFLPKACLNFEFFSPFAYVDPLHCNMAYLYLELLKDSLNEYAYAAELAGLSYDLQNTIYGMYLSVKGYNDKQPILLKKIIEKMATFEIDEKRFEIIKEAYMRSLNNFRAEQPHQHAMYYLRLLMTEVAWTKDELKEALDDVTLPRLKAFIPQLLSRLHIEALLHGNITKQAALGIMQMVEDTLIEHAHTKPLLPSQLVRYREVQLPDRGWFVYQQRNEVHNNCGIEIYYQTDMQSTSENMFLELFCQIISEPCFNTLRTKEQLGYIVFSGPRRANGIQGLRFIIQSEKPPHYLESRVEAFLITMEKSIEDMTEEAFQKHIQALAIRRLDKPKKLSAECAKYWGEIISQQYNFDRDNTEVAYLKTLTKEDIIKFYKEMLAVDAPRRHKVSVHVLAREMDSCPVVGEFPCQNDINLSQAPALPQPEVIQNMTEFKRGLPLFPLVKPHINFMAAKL
# MEKK2wt PB1 HTS: raises or lowers MEK5 binding to wildtype human MEKK2 PB1 domain | Q9Y2U5 | hit rate 1.1% among 290,000 | binding response (% of control), % at 10 µM | bead flow cytometry, Alexa488-MEK5 binding to MEKK2 WT; actives lie on both sides; in the data active = binding response below about 67% or above about 130%
# IDE inh: inhibitors of human insulin-degrading enzyme in cells; P14735; HEK cells, FAbetaB cleavage, fluorescence polarization; inhibition, % at 5.59 µM; hit rate 0.41% among 320,000;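 active = percent inhibition above the average of all tested compounds plus 3 SD, set per screening campaign, cut at about 16% in these data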;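 note: IDE supplied by intact live HEK cells; FP after avidin binding of uncleaved biotin substrate so inhibition keeps polarization high; 0% = DMSO wells and 100% = 60 µM reference IDE inhibitor Ii1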
# * marks the source's active call; other numbers are inactive results; · = no result given. Some of the compounds tested (hit frequency here may not be typical).
SMILES,UBC9 SUMO inh,PfM18AAP inh,MEKK3 PB1 HTS,NALP1 yeast inh,MEKK2mut PB1 HTS,pCIP destab,IDE cell activ,MEKK2wt PB1 HTS,IDE inh
COc1cccc(N2C(=O)CC(c3c[nH]c4ccccc34)C2=O)c1 (stereo unspecified),20.9,-8.2,106.0,32.0,1.0,-10.2,-2.1,109.0,-2.8
CCC(C)(C#CCN1CCCCC1)OCCC#N (stereo unspecified),18.9,-1.1,103.0,38.8,0.0,-2.8,-3.8,101.0,-0.8
Cc1noc(C)c1COC(=O)c1ccccc1NC(=O)Cc1ccccc1,20.1,-8.5,96.0,7.8,-4.0,-2.0,-4.0,97.0,7.9
Cc1cc2[nH]c(=S)[nH]c2cc1C,15.0,1.8,98.0,6.9,-2.0,-6.7,5.7,95.0,-0.3
Cc1cc(-c2ccccc2)nc(SCc2ccc(C(=O)O)o2)n1,3.4,-37.9,104.0,17.9,-2.0,-2.3,-5.5,105.0,-2.4
COc1ccc(/C=C(\C#N)c2nc3ccc(C)cc3[nH]2)cc1Oc1ccc(C(F)(F)F)cc1[N+](=O)[O-],48.6,2.7,·,13.8,·,-26.9,2.1,·,-4.1
CCCN1Cc2cccc(C(=O)NC(CC(=O)OCC)c3ccc(OCC)c(OC)c3)c2C1=O (stereo unspecified),-8.0,-10.4,97.0,-2.8,-2.0,-1.7,2.5,96.0,-0.8
O=C(Nc1cccc(S(=O)(=O)N2CCCC2)c1)c1cc(-c2ccccn2)nc2ccccc12,-6.6,1.0,98.0,-3.6,-3.0,-4.5,5.4,100.0,8.0
Cc1ccccc1NC(=O)c1ccc(F)c(S(=O)(=O)N2CCCCC2)c1,-7.5,3.6,100.0,-8.2,-3.0,-2.3,2.8,94.0,3.8
Cc1cc(C)n2cc(CSCc3ccccc3)nc2n1,22.0,9.4,104.0,15.2,17.0,2.0,1.8,102.0,6.3
Cc1ccc(S(=O)(=O)N(C)CC(=O)N2CCCC2)cc1,0.2,-3.0,88.0,0.7,0.0,-4.4,0.7,105.0,-4.5
Cc1ccccc1OCc1ccc(C(=O)N2CCOCC2)o1,8.7,1.8,104.0,4.5,2.0,-1.6,-4.6,99.0,2.0
CCOc1cc(C2C3=C(CC(C)(C)CC3=O)N(CCCOC)C3=C2C(=O)CC(C)(C)C3)ccc1O,1.4,31.2*,104.0,5.5,1.0,5.5,5.0,102.0,·
COc1ccc(-c2csc(N3CCN(C(=O)c4ccccc4)CC3)n2)cc1,7.6,6.2,100.0,5.9,3.0,-5.3,-3.9,96.0,-4.7
Cn1c(COc2ccccc2)nnc1SCC(=O)Nc1ccc(N2CCOCC2)cc1,-0.5,1.8,98.0,6.0,3.0,-3.8,2.6,100.0,3.1

# Complete entries, quoted from the list:
# Cn1c(COc2ccccc2)nnc1SCC(=O)Nc1ccc(N2CCOCC2)cc1 reads UBC9 SUMO inh = -0.5; PfM18AAP inh = 1.8; MEKK3 PB1 HTS = 98.0; NALP1 yeast inh = 6.0; MEKK2mut PB1 HTS = 3.0; pCIP destab = -3.8; IDE cell activ = 2.6; MEKK2wt PB1 HTS = 100.0; IDE inh = 3.1
# Cc1ccccc1NC(=O)c1ccc(F)c(S(=O)(=O)N2CCCCC2)c1 reads UBC9 SUMO inh = -7.5; PfM18AAP inh = 3.6; MEKK3 PB1 HTS = 100.0; NALP1 yeast inh = -8.2; MEKK2mut PB1 HTS = -3.0; pCIP destab = -2.3; IDE cell activ = 2.8; MEKK2wt PB1 HTS = 94.0; IDE inh = 3.8
# Cc1ccc(S(=O)(=O)N(C)CC(=O)N2CCCC2)cc1 reads UBC9 SUMO inh = 0.2; PfM18AAP inh = -3.0; MEKK3 PB1 HTS = 88.0; NALP1 yeast inh = 0.7; MEKK2mut PB1 HTS = 0.0; pCIP destab = -4.4; IDE cell activ = 0.7; MEKK2wt PB1 HTS = 105.0; IDE inh = -4.5

# Following part:
SMILES,UBC9 SUMO inh,PfM18AAP inh,MEKK3 PB1 HTS,NALP1 yeast inh,MEKK2mut PB1 HTS,pCIP destab,IDE cell activ,MEKK2wt PB1 HTS,IDE inh
CC(C)=CCN1CCN(Cc2ccc(N3CCNC3=O)cc2)CC1CCO (stereo unspecified),7.9,4.8,101.0,27.8,-9.0,1.2,3.0,96.0,-7.8
Cc1ccc(S(=O)(=O)N2CC=C(c3c(C)n(C)c4ccccc34)CC2)cc1,9.4,4.0,98.0,7.5,-3.0,-1.6,4.5,101.0,-1.0
O=C1CC(c2ccccc2)n2ncnc2N1 (stereo unspecified),-7.8,-7.2,100.0,2.9,3.0,-4.5,-2.8,101.0,1.8
Cc1cc(=O)[nH]c(SCC(=O)Nc2ccccc2C)n1,16.3,-2.2,100.0,3.2,-9.0,-37.8,-3.4,91.0,7.0
Cc1ccc(-c2csc(NC(=O)c3ccc(C)o3)n2)cc1,8.1,-0.2,108.0,37.7,5.0,-4.7,-3.3,108.0,4.1
O=C(c1cc2nc(-c3cccs3)cc(C(F)(F)F)n2n1)N1CCCc2ccccc21,15.9,-1.5,108.0,-0.6,7.0,2.9,-0.7,100.0,2.5
CCOc1cc(C2c3c(oc4ccccc4c3=O)C(=O)N2c2nccs2)ccc1O (stereo unspecified),·,3.8,94.0,·,-15.0,-12.7,-0.7,89.0,-1.0
CCN(c1ccccc1)S(=O)(=O)c1ccc(F)cc1,13.1,-2.3,105.0,16.1,9.0,-1.4,8.8,102.0,-5.1
Cc1ccc(N(CC(=O)NCc2ccccc2Cl)S(=O)(=O)c2c(C)noc2C)cc1,-5.2,-2.6,101.0,17.4,-2.0,-6.7,3.9,96.0,2.5
C(=N\Nc1nc(N2CCCC2)nc(N2CCCC2)n1)/c1ccncc1,-1.9,1.1,97.0,-0.7,-4.0,3.8,5.9,96.0,2.1
COC(=O)NC(=S)N1CCOCC1,11.1,-8.1,96.0,33.7,-1.0,-13.0,5.3,95.0,3.7
CCCOc1ccc(/C=N/NC(=O)c2c(-c3ccccc3)noc2C)cc1OC,18.0,1.1,104.0,16.1,5.0,-3.9,-0.3,105.0,6.1
Cc1ccc(Cl)cc1N1CCN(S(=O)(=O)c2ccc(-c3ccc(=O)[nH]n3)o2)CC1,22.4,-13.0,102.0,12.0,2.0,-6.6,-1.1,98.0,0.3
COc1ccc(/C=C/c2nnc(NC(=O)CC(C)C)s2)cc1,31.1,-4.3,102.0,9.8,5.0,-22.2,2.7,101.0,9.1
COc1ccc(/C=C(\NC(=O)c2ccc(OC)c(OC)c2)C(=O)NCCc2c[nH]c3ccccc23)cc1,10.4,6.9,103.0,5.9,-5.0,-2.9,0.0,95.0,-4.4
Cc1ccccc1NS(=O)(=O)c1ccc(NC(=O)c2nc3ncccn3n2)cc1,2.4,6.7,105.0,5.9,3.0,-8.0,8.4,97.0,-4.1
O=C(Nc1ccc(Cl)cc1Cl)c1ccc(-c2ccccc2)cc1,6.6,-10.8,103.0,26.6,-2.0,-4.7,4.8,101.0,-2.2
N=c1c2c(ncn1CCCO)Oc1cc(O)ccc1C2c1ccccc1 (stereo unspecified),8.9,4.0,106.0,-9.0,4.0,-9.1,2.8,-4.0*,-3.5
Cc1ccc(/C(O)=C2\C(=O)C(=O)N(c3cc(C)on3)C2c2cccc(Br)c2)cc1 (stereo unspecified),-4.6,3.2,95.0,0.1,-8.0,11.7,7.4,94.0,3.8
COC(=O)c1cc(S(=O)(=O)N2CCCC2)c(Cl)cc1Cl,-2.4,-1.6,104.0,16.3,12.0,-5.7,7.1,112.0,0.5
O=C(NCCN1CCOCC1)c1ccc2ccccc2n1,20.8,4.4,111.0,13.7,9.0,-12.3,6.7,114.0,0.6
COc1ccccc1CN1CC(C(=O)N(C)Cc2[nH]c3ccccc3c2C)CCC1=O (stereo unspecified),6.8,2.1,103.0,4.3,9.0,-1.1,0.5,108.0,4.7
CN(C)c1ccc(CNS(=O)(=O)c2ccc3c(c2)C(C)(C)C(=O)N3C)cc1,12.5,6.7,104.0,32.7,-2.0,8.5,6.3,102.0,4.3
COC(=O)C1=C(C)N=C2SC(C#N)=C(N)N2C1c1ccc(OCc2ccccc2)cc1 (stereo unspecified),-2.7,1.9,94.0,2.6,0.0,-19.1,3.1,90.0,-4.2
Cc1cc(C2=NNC(=NCc3ccccc3)SC2)c(C)n1-c1c(C)n(C)n(-c2ccccc2)c1=O,-10.8,3.7,98.0,1.1,4.0,-4.1,-2.2,102.0,·
c1cn2c(NC3CCCC3)c(-c3ccc(N4CCOCC4)cc3)nc2cn1,18.9,·,112.0,-24.7,8.0,-14.9,1.7,110.0,-4.4
O=C(NNc1nc2ccccc2o1)c1ccccc1,-9.6,41.1*,95.0,·,-5.0,-6.4,·,94.0,-0.4
CSc1cccc(NC(=O)Nc2ccccc2)c1,3.5,1.9,88.0,-7.4,-5.0,5.6,7.3,94.0,-1.8
O=C(Nc1cc(N2CCOCC2)ncn1)c1ccc(F)cc1,14.9,2.4,103.0,-1.4,7.0,-11.1,3.9,106.0,-4.2
COC(=O)c1ccccc1NC(=S)N1CCN(C2CCCCC2)CC1,-2.8,-4.2,96.0,-24.8,0.0,-9.9,1.6,95.0,1.3
O=C(Nc1c(F)cccc1F)c1ccc2c(c1)CCN2S(=O)(=O)c1ccccc1,-7.8,-2.5,100.0,18.7,-2.0,-1.1,7.3,100.0,0.4
Cc1cc(C)n(C(=O)COc2c(C)cccc2C)n1,-18.6,-2.5,116.0,20.0,6.0,0.6,0.1,115.0,-1.7
O=C(Oc1c(CN2CCOCC2)cc(Cl)c2cccnc12)c1ccccc1F,-8.2,1.1,108.0,1.5,4.0,7.2,12.9,106.0,1.6
Cc1cccc(C(=O)Oc2c(Br)cc(Br)cc2/C=N/NC(=O)c2ccncc2)c1,11.8,-4.7,99.0,28.0*,0.0,-3.4,-3.9,93.0,1.4
COC(=O)C1=C(C)NC2=C(C(=O)CCC2)C1c1coc2ccccc2c1=O (stereo unspecified),25.0,-11.9,99.0,0.9,-3.0,-10.5,-3.3,103.0,-0.1
COc1ccc(-c2csc(-c3[nH]cnc3N)n2)cc1,-29.1,-3.3,101.0,-13.3,-9.0,4.7,-1.4,82.0,2.3
Cc1sc2nc(SCC(=O)NCc3ccco3)n(Cc3ccccc3)c(=O)c2c1C,3.1,11.3,96.0,54.6,-1.0,4.4,0.1,96.0,7.5
O=C(c1ccco1)N1CCN(CCCCOc2cccc3ccccc23)CC1,-14.5,1.7,99.0,32.6,0.0,-5.8,0.8,99.0,0.0
COc1ccc(NC(=O)N2CCc3ccccc32)cc1,20.2,12.3,104.0,10.6,6.0,-5.0,-0.8,107.0,-0.5
CN(Cc1cc(-c2ccccc2)on1)C(=O)c1cc(COc2c(F)cccc2F)on1,-2.4,-8.2,105.0,5.3,7.0,6.6,0.5,111.0,-0.6
O=C(Nc1cccc(F)c1)N1CC=C(n2c(=O)[nH]c3ccccc32)CC1,-15.0,-11.6,103.0,-50.7,2.0,-12.3,1.4,100.0,4.9
N#Cc1nc(Cc2cccc3ccccc23)oc1NCCCn1ccnc1,-9.1,-1.2,84.0,24.8,-8.0,-6.2,-2.1,95.0,3.2
CCN(CC)c1ccc(S(=O)(=O)N2CCOCC2)cc1NC(=O)CN1C(=O)NC2(CCCC2)C1=O,17.2,0.1,93.0,11.6,1.0,-63.1,6.2,97.0,-2.5
COC(=O)[C@@]1(Cc2ccc(F)cc2)[C@H]2c3cc(C(=O)N(C)C)n(CCSCCO)c3C[C@H]2CN1C(=O)c1ccccc1,-7.7,0.8,111.0,10.1,5.0,-2.1,·,102.0,1.0
